HT1080-NT tox: kills 2HG-producing HT-1080-NT fibrosarcoma cells; hit rate 1.6% among 360,000; Potency, µM (highest dose often 46.1 µM), inactives show at the top dose activity, negative = less viability, most hits filed as cytotoxic; AID 686970; HT-1080-NT fibrosarcoma viability, CellTiter-Glo ATP luminescence, 48 h;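 note: NT is the 2HG producing partner of a matched IDH1 knockdown line; potency is the fitted concentration of half-maximal effect; 0% = DMSO-treated cells and -100% = media-only wells without cells; nearly all actives have a fitted effect of over 55% in size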
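HT-1080-NT fibrosarcoma cells (2HG-overproducing), 750 cells/well in RPMI with 5% FBS, dosed after 2 h and incubated 48 h at 37C. CellTiter-Glo luminescence normalized to DMSO and no-cell wells; concentration-response curves fitted and classed.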
SW480 rereplic: inducers of DNA re-replication in SW480 colon cancer cells. AID 624297. hit rate 1.8% among 340,000. Potency, µM (titrated, usually from 46.1 µM), for inactives: at the highest dose re-replication activation, actives largely listed as activators. SW480 DNA re-replication, Hoechst DNA content imaging, 48 h; note: potency is the fitted concentration of half-maximal effect; % of control where 0% means no effect; nearly all actives have a fitted effect of over 55% in size
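DNA re-replication was detected as more nuclei of elevated Hoechst intensity after 48 hr exposure to compound (23 nL pinned per well of 250 cells).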
KB-V1 cytotox: KB-V1 MDR subline cytotoxicity. KB-V1 MDR cells viability, CellTiter-Glo, 72 h. Potency, µM (series often up to 46.1 µM), inactives show at the top dose activity change, negative = cytotoxicity, usual class: cytotoxic. AID 1347076. hit rate 3.4% among 400,000; note: potency is the fitted concentration of half-maximal effect; % is set by controls: 0 for no effect and ±100 for the full control effect; nearly all actives have a fitted effect of over 60% in size
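Cells of the MDR subline KB-V1 are plated, dosed with compound at multiple concentrations, and incubated 72 h at 37 degrees C; CellTiter-Glo is then added and luminescence read after 10 min.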
ATXN2 expr inh: reduces ATXN2 reporter expression in HEK-293 cells | HEK-293 ATXN2-luciferase reporter, luminescence, 24 h | Potency, µM (doses to about 57 µM), for inactives: at the highest dose activity change, negative = inhibition, actives largely listed as inhibitors | hit rate 0.72% among 360,000 | AID 1745845; note: potency is the fitted concentration of half-maximal effect; % is set by controls: 0 for no effect and ±100 for the full control effect; nearly all actives have a fitted effect of over 55% in size
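qHTS (up to 57 uM final) was run with 24 h compound exposure of reporter cells at 37 °C. Each well was multiplexed: SteadyGlo luminescence measured ATXN2-luciferase expression after a fluorogenic Gly-Phe-AFC viability readout (25 uM final).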
IL-1B inflam inh: blocks inflammasome-driven IL-1 beta release | activity change, % at 57.5 µM | THP-1 LPS/ATP IL-1B secretion, AlphaLISA, 16 h; hits give low values | hit rate 4.7% among 360,000; in the data active = activity change below about -50%; inconclusive = mostly about -30% to -49%; note: % is set by controls: 0 for no effect and ±100 for the full control effect
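Secreted IL-1B measured by AlphaLISA bead assay after 16 h compound exposure of THP-1 cells; compounds (final up to 57.5 uM) added 1 h before LPS (250 ng/mL) and ATP (1.25 mM) stimulation; lower signal means less secretion.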
KB-3-1 cytotox: KB-3-1 parental cell cytotoxicity | KB-3-1 viability, CellTiter-Glo ATP luminescence, 72 h | Potency, µM (top dose mostly 46.1 µM), for the others: top-dose activity change, negative = cytotoxic, usual class: cytotoxic | hit rate 1.4% among 400,000 | AID 1347075; note: potency is the fitted concentration of half-maximal effect; % is set by controls: 0 for no effect and ±100 for the full control effect; nearly all actives have a fitted effect of over 60% in size
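Multi-concentration cytotoxicity screen in KB-3-1 cells grown in DMEM lacking phenol red with 10% FBS. After 72 h at 37 °C with compound, ATP-dependent luminescence was recorded.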
MCF10A rereplic: induces DNA re-replication in MCF 10a normal breast cells | AID 624296 | Potency, µM (doses to about 46.1 µM), for the others: at the top dose activity, positive = re-replication, hits mostly activators | hit rate 2.9% among 350,000 | MCF 10A DNA re-replication, Hoechst nuclear intensity, 48 h; note: potency is the fitted concentration of half-maximal effect; % of control where 0% means no effect; nearly all actives have a fitted effect of over 50% in size
HT1080 IDH1KD tx: kills HT-1080 cells with IDH1 knockdown | HT-1080 IDH1 knockdown viability, ATP luminescence, 48 h | Potency, µM (doses to about 46.1 µM), for the others: at the highest dose activity, negative = toxicity, actives largely listed as cytotoxic | hit rate 2% among 360,000;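 note: potency is the fitted concentration of half-maximal effect; 0% = DMSO wells and -100% = cell-free medium wells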
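Knockdown cells (IDH1KD HT-1080) received compounds 2 h after plating at 750 cells/well and were kept 48 h at 37 °C in 5% FBS RPMI. A CellTiter-Glo luminescence read gave % activity for curve fitting.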
WRN helicase inh: inhibitors of human WRN helicase | AID 651768 | WRN helicase unwinding, fluorescent forked duplex, kinetic | hit rate 0.46% among 360,000 | Potency, µM (series often up to 114 µM), for inactives: top-dose activity change, negative = inhibition, most hits filed as inhibitors; note: potency is the fitted concentration of half-maximal effect; % is set by controls: 0 for no effect and ±100 for the full control effect; nearly all actives have a fitted effect of over 55% in size
Target sequence (Q14191 whole entry, looked up): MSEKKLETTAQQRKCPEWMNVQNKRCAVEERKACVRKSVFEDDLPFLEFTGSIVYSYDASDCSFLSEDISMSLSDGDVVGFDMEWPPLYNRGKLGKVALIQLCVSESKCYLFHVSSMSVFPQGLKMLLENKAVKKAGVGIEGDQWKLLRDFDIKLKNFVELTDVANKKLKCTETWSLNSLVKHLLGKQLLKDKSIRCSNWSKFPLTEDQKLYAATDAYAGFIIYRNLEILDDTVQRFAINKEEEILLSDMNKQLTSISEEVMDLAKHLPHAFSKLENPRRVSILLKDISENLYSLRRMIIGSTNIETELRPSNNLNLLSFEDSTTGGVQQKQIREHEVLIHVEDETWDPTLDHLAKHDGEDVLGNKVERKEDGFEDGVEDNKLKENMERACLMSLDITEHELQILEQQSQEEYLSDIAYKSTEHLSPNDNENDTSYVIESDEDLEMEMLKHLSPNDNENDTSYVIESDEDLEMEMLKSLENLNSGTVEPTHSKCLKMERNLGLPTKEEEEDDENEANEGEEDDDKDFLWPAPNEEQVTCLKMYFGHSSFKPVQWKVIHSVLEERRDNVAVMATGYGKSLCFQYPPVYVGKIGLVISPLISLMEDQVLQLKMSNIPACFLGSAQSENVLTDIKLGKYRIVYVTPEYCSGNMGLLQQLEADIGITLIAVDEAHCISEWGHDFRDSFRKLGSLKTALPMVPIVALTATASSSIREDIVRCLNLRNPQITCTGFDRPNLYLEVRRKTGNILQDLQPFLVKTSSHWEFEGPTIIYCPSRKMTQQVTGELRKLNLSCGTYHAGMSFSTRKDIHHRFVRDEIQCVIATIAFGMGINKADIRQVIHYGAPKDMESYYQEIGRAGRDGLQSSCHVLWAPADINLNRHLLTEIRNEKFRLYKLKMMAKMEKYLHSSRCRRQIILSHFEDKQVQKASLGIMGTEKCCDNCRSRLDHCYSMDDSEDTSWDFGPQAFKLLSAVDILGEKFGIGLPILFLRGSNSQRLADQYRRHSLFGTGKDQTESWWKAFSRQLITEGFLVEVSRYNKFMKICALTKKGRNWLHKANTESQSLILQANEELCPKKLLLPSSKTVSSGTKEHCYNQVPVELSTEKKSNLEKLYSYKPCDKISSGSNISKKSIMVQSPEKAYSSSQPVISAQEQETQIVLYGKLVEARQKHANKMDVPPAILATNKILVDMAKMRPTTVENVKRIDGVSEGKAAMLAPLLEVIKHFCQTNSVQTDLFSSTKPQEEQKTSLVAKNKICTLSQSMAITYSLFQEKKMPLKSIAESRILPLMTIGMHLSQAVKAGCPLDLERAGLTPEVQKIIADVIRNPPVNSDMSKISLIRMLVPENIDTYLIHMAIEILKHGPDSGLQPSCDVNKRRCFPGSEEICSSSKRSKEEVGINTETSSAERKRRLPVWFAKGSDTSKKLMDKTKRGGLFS
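Enzyme (20 nM final) and test compound sit together 15 min at room temperature before substrate addition. Substrate is a single-forked duplex oligonucleotide (100 nM) labelled with fluorophore and quencher, with 2 mM ATP; helicase unwinding raises red fluorescence, read kinetically.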
* hit, by the source's call; u = inconclusive; x = not tested or not shown; [ ] = another dose, or the depositor's remark. Unless noted, calls come from the whole dose curve; as a rule, active = well fitted curve in the direction sought with a large enough effect; inconclusive = small, poorly fitted or top-dose-only effect, or another doubt; inactive = no such curve, though single readings can be large; an effect the other way counts as inactive or inconclusive.

Fields: HT1080-NT tox, SW480 rereplic, KB-V1 cytotox, ATXN2 expr inh, IL-1B inflam inh, KB-3-1 cytotox, MCF10A rereplic, HT1080 IDH1KD tx, WRN helicase inh
CCOC(=O)c1ccccc1OCc1cc(/C=N/NC(=O)c2ccncc2)ccc1OC
 : -21%, -4%, -12%, -7%, -21, -16%, 15%, -11%, -4%
O=C(NC1CCOC1)c1cc(COc2cccc(C(F)(F)F)c2)on1 (centres undefined)
 : -6%, 10%, 10%, 22%, 6, -8%, -1%, -2%, -3%
Cc1cc(C)c(C)c(S(=O)(=O)Nc2ccccc2C(=O)NCCCn2ccnc2)c1C
 : u, 0%, -3%, -9%, -12, -16%, u, u, -8%
COc1cccc(NC(=O)CN(C)C(=O)c2cc3c(s2)CCCCC3)c1
 : -9%, -21%, 0%, x, 16, -17%, 9%, -7%, 8%
COc1cccc(C(=O)Nc2cccc3cccnc23)c1OC
 : 16%, -2%, 17%, x, 21, 0%, 4%, 10%, 6%
CCOC(=O)C1=CN(Cc2cccc(F)c2)S(=O)(=O)N(C)C1c1ccc(C(F)(F)F)cc1 (centres undefined)
 : 12%, 18%, -5%, 6%, -6, -16%, 5%, 0%, -3%
Cc1ncsc1CCC(=O)N1CCCC(C(=O)c2ccc3c(c2)OCO3)C1 (centres undefined)
 : -2%, 6%, -19%, 1%, -11, -20%, 9%, -6%, -2%
O=C(COc1ccccc1)Nn1cnc2ccccc21
 : 0%, 11%, 10%, 48%[activator], 25, -4%, 13%, 19%, -13%
COc1ccc(S(=O)(=O)N(C)C[C@H]2Oc3ccc(NS(=O)(=O)c4cn(C)cn4)cc3C(=O)N([C@H](C)CO)C[C@@H]2C)cc1
 : 14%, 4%, -8%, -11%, 0, -3%, 4%, 19%, -3%
Cc1cc(C)c(SSc2nnnn2-c2ccccc2)c(C)c1
 : -4%, x, 19%, x, -24, 2%, x, -4%, 4%
Cc1nc2cc(-c3ccc(Cl)cc3)nn2c(C)c1CCC(=O)NCc1ccco1
 : -5%, u, -14%, -31%, 16, u, 0%, -8%, 2%
CCC(C)Oc1nc(C)cc(C)c1S(=O)(=O)c1ccccc1C (centres undefined)
 : -1%, -3%, u, -11%, -1, u, 12%, -4%[9.24 µM], -6%
CCCc1n[nH]c(=O)c2c1nnn2Cc1ccccc1
 : 2%, 5%, 5%, 7%, 34, 6%, -2%, -2%, 2%[57.1 µM]
COc1ccc(S(=O)(=O)N2CCCN(CC(=O)Nc3ccc4c(c3)OCO4)CC2)cc1
 : -8%, 8%, -23%, -3%, -18, -5%, -2%, 0%, 6%
CN(CC(=O)Nc1cccc(F)c1)C(=O)CCNC(=O)c1ccc(Br)cc1
 : -13%, u, 2%, 35%[activator], 28, -3%, 0%, -5%, -1%
CCC1=NN(C(=O)COc2ccccc2)C(O)(c2ccncc2)C1 (centres undefined)
 : 15%, 6.5µM*, -8%, -12%, -17, -16%, 2%, 17%, -8%
Cc1noc(C)c1NC(=O)N(C)C[C@@H]1Oc2c(NC(=O)NC(C)C)cccc2C(=O)N([C@@H](C)CO)C[C@@H]1C
 : 8%, -61%, 0%, 7%, 19, 0%, 7%, 10%, 3%
CCCN1Cc2cccc(C(=O)NCCc3cccc(C)c3)c2C1=O
 : -1%, -6%, -4%, x, -9, -19%, -6%, 0%, -8%
CCOc1ccc(S(=O)(=O)NC(C)C)cc1C(N)=O
 : 12%, 3%, 0%, -13%, 3, 2%, -1%, 3%, 1%[57.1 µM]
CCOC(=O)C1=C(C)Nc2ccccc2N=C1NC(=O)C(CC)c1ccccc1 (centres undefined)
 : 5%, -141%[inhibitor], -15%, x, 7, 0%, 2%, 1%, -6%
O=C(Cn1nnc(-c2ccccc2F)n1)N1CCCCC1
 : 1%, -45%[inhibitor], -15%, 10%, 0, -12%, u, -2%, 2%
CC(C)C(C(=O)NCC1CCCO1)N(Cc1cccs1)C(=O)CNS(=O)(=O)c1ccccc1 (centres undefined)
 : -1%, 2%, -17%, -19%, 0, -6%, -4%, 8%, 1%
COc1ccc(C)cc1NC(=O)CCN1CCCC1
 : 0%, -10%, 4%, -6%, 13, -6%, 0%, 1%, 3%
COCCCNC(=O)CNC(=S)N(Cc1ccccc1)Cc1cccnc1
 : 19%, -1%, -1%, 15%, 20, -2%, 0%, 11%, -4%
CCN1CCN(c2nc3c(C)cccn3c(=O)c2/C=C(\C#N)S(=O)(=O)c2ccc(C)cc2)CC1
 : -6%, -13%, 12%, -7%, 42, 11%, 2%, -8%, -9%
O=C(c1ccc2nc[nH]c2c1)N1CCN(S(=O)(=O)c2cccc(Cl)c2)CC1
 : -3%, -90%[inhibitor], -5%, -4%, -8, -10%, -2%, -14%, 6%
Cn1c(=NC(=O)c2ccccc2[N+](=O)[O-])sc2cc(S(C)(=O)=O)ccc21
 : -2%, -3%, -7%, 27%, 9, 0%, 2%, -17%, -6%
Cc1cc2nc(-c3ccc(SCc4ccccc4C#N)nc3)[nH]c2cc1C
 : u, u, 21µM*, -2%, u, 17%, 13%, -25%, -33%
O=C(CSc1cn(Cc2ccccc2)c2ccccc12)Nc1nccs1
 : -2%, -4%, -10%, 96%[activator], 20, 4%, -1%, -17%, 7%
CCn1cc(CN2CCC(C(=O)Nc3cccc(-c4cccc(F)c4)c3)CC2)cn1
 : -2%, 2%, x, -28%, -9, x, 0%, -9%, -34%
CCOc1ccc(-n2c(C)cc(/C=C3/C(=N)N4C(=NC3=O)SN=C4S(C)(=O)=O)c2C)cc1
 : -20%, 13%, 8%, x, -1, 3%, 15µM*, 0%, -13%
O=C(CCSCc1ccc(Cl)cc1)NCCc1ccccc1
 : 0%, -1%, -4%, -25%, -9, 0%, -3%, 9%, 1%
Cc1cn([C@H]2C[C@H](O)[C@@H](CCC(=O)NCCCn3ccnc3)O2)c(=O)[nH]c1=O
 : 8%, 0%, 0%, 3%, 26, 0%, 17%, 4%, -8%
Cc1ccc(S(=O)(=O)N(CC(O)CN2CCCC2)c2ccccc2)cc1 (centres undefined)
 : -5%, 2%, -12%, 5%, 7, 25%, 0%, 5%, -13%
Cc1nn(Cc2c(F)c(F)c(F)c(F)c2F)c(C)c1NC(=O)c1c(-c2ccccc2)nn(-c2ccccc2)c1C
 : u, 6%, 5%, -14%, -1, 0%, 23µM*, u, 2%
CN(CC(=O)Nc1ccc(Cl)cc1)C(=O)c1cccc(S(=O)(=O)N(C)C)c1
 : 9%, -2%, 0%, 3%, 5, 24%, 3%, 21%, -1%
Cc1ccc(-c2c(C#N)c(N)n(-c3ccccc3C)c(=O)c2C#N)cc1
 : -14%, x, 4%, 1%, 0, 0%, x, 3%, -3%
COc1ccc2[nH]c3c(c2c1)CC(C)NC3=O (centres undefined)
 : 0%, 1%, -4%, x, u, -25%, 4%, -3%, 4%
O=C(COC(=O)c1ccc(F)cc1F)Nc1ccc2[nH]c(=O)[nH]c2c1
 : 1%, u, -15%, -13%, u, -1%, 13%, -2%, -16%
CC(C)CN(CC(C)C)C(=O)CN1c2cccc3cccc(c23)S1(=O)=O
 : 14%, -1%, -5%, -1%, 4, -3%, 5%, 13%, 3%
CCCn1c2c(c(O)c(C(=O)NCc3ccccc3)c1=O)CCCC2
 : -3%, -3%, -18%, -11%, 12, 1%, u, -11%, -1%
Cc1ccc(S(=O)(=O)N2CCCCC2)cc1NC(=O)COC(=O)c1cccn1C
 : -13%, -4%, -18%, x, 15, -24%, 8%, -1%, 7%
O=C(NCC1CCCO1)C(=O)N/N=C/c1c(F)cccc1Cl (centres undefined)
 : 15%, 2%, 0%, 4%, 16, -4%, 2%, 19%, 0%
CCN(c1ccccc1)S(=O)(=O)c1ccc(OC)c(NC(=O)c2ccc(=O)[nH]c2)c1
 : -3%, u, -24%, -17%, 7, -4%, 5%, -4%, -26%
COC(=O)C1(C)CCCC2(C)C1CCC13OCC(CC21)C(O)(C(C)C)C3O (centres undefined)
 : 19%, x, -3%, x, 22, 0%, x, 11%, 13%
COc1ccccc1NC(=O)c1cc2ccccc2o1
 : -6%, -4%, 3%, 93%[activator], 13, 3%, -5%, -8%, -3%
CCc1nnc(NC(=O)c2sc3nc4c(cc3c2N)CCCCCC4)s1
 : u, u, -10%, 13%, -72*, -10%, 18µM*, u, -10%[11.6 µM]
Cc1cccc2c1cnn2C(=O)CCC(=O)NC1CCCCC1
 : 17%, -7%, 8%, -12%, 8, 5%, 0%, 12%, 3%
Cc1ccc(CCS(=O)(=O)c2ccc(C(C)(C)C)cc2)cn1
 : -16%, -4%, u, -8%, -3, -23%, u, -19%, 3%
O=[N+]([O-])c1ccc(CN2CCN(c3nc4ccccc4s3)CC2)cc1
 : 2%, -14%, -18%, 6%, -18, -5%, -1%, 0%, 6%[57.1 µM]
O=S(=O)(c1ccccc1)N1CCCCC1CCc1ccccc1 (centres undefined)
 : -1%, 1%, u, -15%, -29, -20%, 8%, -12%, -6%
N/C(=N\OC(=O)COc1ccc(Br)cc1)c1cccc([N+](=O)[O-])c1
 : 17%, -19%, u, -19%, 0, 19%, 6%, 23%, -35%
CC(C)C(=O)NC(Nc1cccc([N+](=O)[O-])c1)C(Cl)(Cl)Cl (centres undefined)
 : 1%, -1%, -20%, x, 0, -11%, 0%, -8%, -10%
Cc1cccc(NC(=S)N(Cc2ccc(Br)cc2)Cc2ccc(C(=O)O)cc2)c1
 : -2%, -25%, -6%, x, -8, -7%, -2%, -1%, -2%
CCN(CC)CCNc1c(C)cc(CO)c(Cl)c1C
 : -4%, x, u, x, -4, u, x, -11%, 3%
CCOCCCn1c(=N)c(C(=O)NCc2ccc3c(c2)OCO3)cc2c(=O)n3cccc(C)c3nc21
 : 3%[9.24 µM], u, -14%, u, -60*, 6.5µM*, u, u, -1%
CC(=O)c1cc(CN2CCC(N3CCC(C(=O)N4CCCC4)CC3)CC2)cs1
 : -16%, 0%, -13%, 6%, 22, 1%, 1%, 0%, -2%[57.1 µM]

Screening data as filed in PubChem.
